Screens from PubChem BioAssay.
M17LAP inhibition – P. falciparum M17LAP inhibitors, primary screen, biochemical, fluorogenic H-Leu-NHMec substrate, 1536-well (AID 1619) | Leucine aminopeptidase (Plasmodium falciparum (isolate 3D7)) | 0.38% of 220,000 active | recombinant M17LAP, H-Leu-NHMec fluorogenic kinetic assay; higher % means a stronger effect | inhibition, % at 30 µM; hits with a dose series show IC50 in µM;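 active means compound inhibiting the enzyme by more than half at any dose during confirmatory dose-response retesting; inconclusive means strong single-dose inhibitors picked by rank but not retested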;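 further: plate controls were full reaction with DMSO carrier for no effect and no enzyme background for full effect; strong numbers were not always called active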
P. falciparum M1AAP – P. falciparum M1AAP inhibitors, biochemical, fluorogenic H-Leu-NHMec substrate, 1536-well (AID 1445); inhibition, % at 30 µM; hits with a dose series show IC50 in µM; 0.42% of 220,000 active; Aminopeptidase N (Plasmodium falciparum (isolate 3D7)); recombinant M1AAP, H-Leu-NHMec fluorogenic kinetic assay; higher % means a stronger effect;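 active means primary inhibition above the hit cutoff, then over 50% inhibition at one or more dose response concentrations, cut at about 23% in these data, passing the limit was not always enough; inconclusive means conflicting primary data, or primary hits not chosen for dose response; inactive means low primary inhibition, or under 50% at every dose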;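 further: plate controls were DMSO full reaction for no effect and no enzyme background for full effect; strong numbers were not always called active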
XIAP displacement – XIAP antagonists, biochemical, IAP family, fluorescence polarization (AID 1018); E3 ubiquitin-protein ligase XIAP (Homo sapiens); XIAP BIR domain, fluorescence polarization peptide displacement; higher % means a stronger effect; displacement, % at 20 µM; hits with a dose series show IC50 in µM; 0.007% of 200,000 active; in the data active means displacement above about 50%; further: a part of the inactive calls stands beside numbers as strong as those of hits
Lipid droplet – inhibitors of hepatocyte lipid droplet formation, primary screen, imaging, high-throughput imaging, BODIPY stain; AML12 mouse hepatocytes, oleate lipid droplets; inhibition, % at 6.5 µM; 0.4% of 240,000 active; AID 1656, 2009;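 active means lipid droplet intensity inhibited by at least 50%, with more than 500 cells counted; inconclusive means wells with under 300 cells, treated as cytotoxic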
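Assay system: AML12 hepatocytes (mouse) / Also added: 100 µM oleic acid challenge / Times: overnight treatment with compound plus oleate / Detection: high-content imaging of BODIPY-stained droplets and DAPI nuclei / Evaluation: % inhibition of lipid droplet signal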
LYP inhibition – inhibitors of LYP phosphatase, biochemical, fluorescence intensity, uHTS (AID 1779). 0.054% of 290,000 active. recombinant LYP phosphatase, fluorescence intensity; higher % means a stronger effect. inhibition, % at 11.5 µM; hits with a dose series show IC50 in µM;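 further: plate controls were vehicle with enzyme for no effect and no enzyme for full effect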
AID2073 – inhibitors of Mint1-CaV2.2 protein interaction, biochemical, HTRF (AID 2073). Voltage-dependent N-type calcium channel subunit alpha-1B (Homo sapiens). HTRF protein-protein interaction, Mint1-CaV2.2; higher % means a stronger effect. one-dose inhibition, % at 20 µM; IC50 in µM for titrated hits. 0.19% of 290,000 active; in the data active means inhibition mostly above about 51%, no sharp cut-off; inconclusive means no clear call, values can overlap the other calls; inactive means mostly below about 53%; further: some results filed as inactive read as strong as hits
Siah-1 displacement – Siah-1 peptide-binding antagonists, primary screen, biochemical, fluorescence polarization, rhodamine-plectin, uHTS (AID 1817); E3 ubiquitin-protein ligase SIAH1 (Homo sapiens); Siah-1 / rhodamine-plectin peptide fluorescence polarization; higher % means a stronger effect; displacement, % at 20 µM, or IC50 in µM where a hit was titrated; 0.02% of 290,000 active;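 active means displacement of at least 50% at 20 µM, with a fluorescence ratio check between 0.3 and a set limit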;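 further: plate controls were Siah plus tracer with DMSO for no effect and tracer alone without Siah for full effect; strong numbers were not always called active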
CSM14.1 death rescue – rescue of cells from ER stress-induced death, primary screen, 384-well, CSM14.1, thapsigargin, ATP luminescence (AID 1222); 190,000 tested, under 10 active; CSM14.1 thapsigargin-induced death rescue, ATP luminescence; higher % means a stronger effect; cellular ATP content (survival), % at 20 µM; hits with a dose series show EC50 in µM;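 active means EC50 below 50 µM in the dose-response confirmation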;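 further: death triggered by thapsigargin at about 15 µM added after 2 h compound pretreatment; cell ATP read after overnight thapsigargin exposure of roughly 18 to 22 hours; normalized against plate controls of thapsigargin alone and 5% DMSO vehicle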
NOD2 inhibition – NOD2 signaling inhibitors, cell-based, luminescence, uHTS, HEK293 (AID 1566); HEK293 NOD2/NF-kB luciferase reporter, luminescence; higher % means a stronger effect; one-dose inhibition, % at 4 µM; EC50 in µM for titrated hits; 0.63% of 290,000 active; further: many of its hits are not listed in these tables
Lipid droplet cells 6.5 µM – second read-out of Lipid droplet, no call of its own (marks repeat the call); cell count; measured here: cell count, cytotoxicity flag;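 cells counted across two imaged fields per well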
Numbers without * were called inactive; ? = inconclusive; nt = not tested or not shown. Unless noted, no stated cut-off is given here; in the data, active means inhibition above about 50%; inactive means the rest. A portion of the library; the hit share may differ from the screen's.

Below each compound – M17LAP inhibition	P. falciparum M1AAP	XIAP displacement	Lipid droplet	Lipid droplet cells 6.5 µM	LYP inhibition	AID2073	Siah-1 displacement	CSM14.1 death rescue	NOD2 inhibition
- CS(=O)(=O)N1CCN(c2ccc([N+](=O)[O-])c(N3CCOCC3)c2)CC1
  23%	8%	3.4%	nt	nt	-2%	-6%	2%	-1.2%	1%
- COc1ccc(NC(=O)CCN2CCN(S(=O)(=O)c3ccc(F)cc3)CC2)cc1
  nt	nt	nt	9	764	-12%	12%	-2%	nt	-4%
- CC(C)(C)c1cc(C(=O)C[n+]2ccc(C(=O)NCCCO)cc2)cc(C(C)(C)C)c1O
  15%	8%	nt	-5	692	-4%	-12%	1%	nt	3%
- O=C(Nc1ccc(F)cc1)Nc1cnccn1
  nt	nt	nt	0	860	-9%	9%	-10%	nt	-6%
- CC(C)CC(=O)N1CCN(Cc2ccc3c(c2)OCO3)CC1
  -4%	-5%	-14%	-2	786	-4%	-1%	-3%	-2.5%	-28%
- O=C1Nc2ccccc2/C1=N/c1sc2c(c1C(=O)NCCc1ccccc1)CCCC2
  15%	11%	-2.6%	nt	nt	-5%	-27%	-2%	-0.8%	-20%
- Cc1cc(C)n(-c2nncn2NC(=O)c2ccc(Cl)cc2O)n1
  9%	-2%	8.2%	nt	nt	-8%	-1%	-3%	-1.7%	-16%
- CC1(C)CC(CCNS(=O)(=O)c2ccccc2)(c2ccccc2)CCO1 (stereo not drawn)
  -6%	-2%	-6.1%	-24	573	-6%	3%	15%	-2.2%	17%
- COc1ccc(-c2cc(C)no2)cc1S(=O)(=O)N(C)c1cccc(C)c1
  nt	nt	nt	-20	745	-7%	-6%	0%	nt	11%
- COc1ccccc1CC(=O)Nc1cccc(F)c1
  0%	-1%	1.5%	2	727	-7%	-4%	19%	-1.0%	8%
- C[C@H](NC(=O)N1CCn2c1nc1ccccc12)C(=O)NC1CCCCC1
  nt	nt	nt	1	667	-6%	11%	-1%	nt	2%
- COC(=O)c1ccc(Cn2cnc3c(cnn3-c3ccc(F)cc3)c2=O)o1
  1%	1%	-1.7%	nt	nt	3%	1%	2%	-0.8%	14%
- COc1ccc(NC(=O)c2cc(-c3ccco3)on2)cc1
  -1%	17%	-6.5%	-12	720	-8%	54%	40%	-0.8%	-63%
- CCc1ccc(C(=O)CSc2nc(C)cc(=O)[nH]2)cc1
  nt	nt	-6.1%	-38	741	0%	-5%	1%	-0.3%	8%
- CSCCC(C(=O)OCC(=O)c1ccc(C)c(C)c1)N1C(=O)c2ccccc2C1=O (stereo not drawn)
  -3%	-3%	-3.7%	-4	640	-4%	30%	6%	1.6%	16%

Limited to AID2073, for some of the entries so far:
SMILES,AID2073
Cc1cc(C)n(-c2nncn2NC(=O)c2ccc(Cl)cc2O)n1,-1%
CC1(C)CC(CCNS(=O)(=O)c2ccccc2)(c2ccccc2)CCO1 (stereo not drawn),3%
COc1ccc(-c2cc(C)no2)cc1S(=O)(=O)N(C)c1cccc(C)c1,-6%
COc1ccccc1CC(=O)Nc1cccc(F)c1,-4%

Other entries.
Below each compound – M17LAP inhibition	P. falciparum M1AAP	XIAP displacement	Lipid droplet	Lipid droplet cells 6.5 µM	LYP inhibition	AID2073	Siah-1 displacement	CSM14.1 death rescue	NOD2 inhibition
- CC1CC(C)CN(S(=O)(=O)N2CCCC(C(=O)NC3CCCCC3)C2)C1 (stereo not drawn)
  nt	nt	nt	-9	759	-8%	18%	3%	nt	-12%
- O=C(Nc1nccs1)c1ccc(Cl)s1
  -11%	11%	1.9%	nt	nt	-3%	6%	5%	-0.4%	-34%
- Cc1nc2cc(NC(=O)NCc3ccccc3)ccc2o1
  23%	0%	0.8%	nt	nt	-12%	-8%	-2%	-1.9%	-15%
- Cc1ccccc1Nc1c(-c2ccccn2)nc2ccccn12
  29%	-4%	-0.7%	0	692	-7%	40%	-19%	-0.8%	-96%
- COc1cc(CCC(=O)OCC(=O)N2CCc3ccccc32)cc(OC)c1OC
  nt	nt	nt	-1	871	-12%	4%	1%	nt	-18%
- COc1ccc(-c2nnc(SCC(=O)N(C)C3CCS(=O)(=O)C3)n2N)cc1OC (stereo not drawn)
  1%	6%	-7.7%	6	688	-12%	-3%	2%	-0.8%	21%
- Oc1ccccc1-c1nc(NCc2ccccc2)c2ccccc2n1
  nt	nt	nt	-1	798	2%	?	2%	nt	2%
- COCCn1c(=NC(=O)CCS(=O)(=O)c2ccccc2)sc2c(OC)ccc(OC)c21
  nt	nt	nt	5	652	-1%	23%	5%	nt	23%
- CC(c1ccccc1)N1CNc2c(c(=O)n(C)c(=O)n2C)C1 (stereo not drawn)
  -16%	1%	-5.6%	nt	nt	-6%	-7%	-2%	-1.4%	-10%
- CCC1(CC)NC(=O)N(CC(=O)OCC(=O)NC(=O)c2ccc(Cl)cc2)C1=O
  -3%	0%	-6.1%	7	681	-6%	-6%	-2%	-6.5%	12%
- CC(=O)NC(=S)Nc1sc2c(c1C(N)=O)CCC(C)C2 (stereo not drawn)
  1%	7%	-5.9%	-2	703	0%	15%	-2%	-2.0%	-72%
- Cc1nc(SCC(=O)NCc2ccco2)[nH]c(=O)c1C
  -2%	0%	1.2%	nt	nt	-2%	-1%	5%	-1.6%	15%
- Cc1ccc(C2C3CN(C(C)C)CC=C3C(C#N)=C(N)C2(C#N)C#N)cc1 (stereo not drawn)
  -81%	14%	-0.3%	5	765	-3%	23%	-2%	nt	17%
- CC(C)Oc1ccc(C(=O)Nc2ccc([N+](=O)[O-])cc2)cc1
  -7%	2%	7.5%	18	696	-2%	5%	-3%	0.3%	-57%
- O=C1CN(C(=O)c2ccccn2)c2ccccc2N1
  -13%	2%	-1.1%	nt	nt	-11%	1%	3%	3.7%	-6%
- O=C(NNC(=O)c1cc(-c2cccnc2)nc2ccccc12)Nc1ccc(Cl)cc1
  -1%	1%	-6.0%	-24	684	3%	7%	6%	-0.9%	-32%
- CCN(CC)CCn1cnc2c([nH]c3cccc(OC)c32)c1=O
  -283%	2%	-3.5%	3	655	-12%	28%	3%	-0.4%	4%
- CCOC(=O)C1(Cc2cccc(F)c2)CCN(C(=O)Cc2cccnc2)CC1
  0%	4%	-0.1%	-4	665	-4%	2%	0%	1.1%	6%
- COC(=O)C1=C(CSCc2ccco2)NC(=O)NC1c1cc(C)ccc1C (stereo not drawn)
  -7%	8%	-3.0%	-2	748	-3%	15%	1%	-0.3%	2%
- Cc1ncc(CN2CCC(CO)(Cc3ccccc3)CC2)s1
  -2%	-6%	-1.6%	1	713	-6%	-11%	-5%	-0.2%	1%
- CCN(CC)c1ccc(/C=N/N2CCN(Cc3ccccc3Cl)CC2)cc1
  nt	nt	nt	22	790	-4%	-6%	4%	nt	5%
- Cc1ccc(-c2ccc(CCC(=O)O)n2NC(N)=S)cc1
  10%	6%	4.5%	-4	559	-5%	-22%	-2%	-0.1%	7%
- COc1cc(C)c(CN2CCC(n3nccc3NC(=O)C3CC3)CC2)cc1C
  nt	nt	nt	1	828	-6%	9%	8%	nt	18%
- Cc1ccc(S(=O)(=O)NCCC(=O)Nc2nccs2)cc1
  -1%	7%	-3.2%	5	682	-5%	-8%	-7%	-1.7%	7%
- CCOc1ccc(C(=O)NNC2CC(=O)N(CCc3ccccc3)C2=O)cc1OC (stereo not drawn)
  3%	3%	-19%	4	724	-8%	4%	1%	-1.5%	7%
- COc1ccc(NC(=O)CCNC(=O)Cn2cnc3sc4c(c3c2=O)CCCC4)cc1OC
  nt	nt	nt	-13	769	-3%	9%	2%	nt	6%
- Cc1[nH]c2ccc3c(ncn3CCC#N)c2c1C
  -2%	2%	-6.5%	-7	665	-6%	-6%	-1%	3.5%	-8%
- O=C(NCC(c1ccco1)N1CCN(c2ccc(F)cc2)CC1)OCc1ccccc1 (stereo not drawn)
  12%	-1%	-3.1%	-1	670	-4%	0%	0%	2.1%	1%
- O=c1nc2cccc3c2=c(/c1=C(\O)c1ccccc1)c1ccccc1c3=O
  nt	nt	-2.3%	3	677	-8%	15%	2%	-1.7%	26%
- O=C(Nc1ccccc1)c1cccc(C(F)(F)F)c1
  0%	0%	0.9%	-3	626	-8%	-4%	8%	1.6%	-2%
- Cc1ccccc1-n1c(-c2ccco2)n[nH]c1=S
  6%	-2%	-1.4%	1	651	-9%	-4%	7%	-1.4%	5%
- CC(=O)Nc1ccc(NC(=O)c2c(C)nn(Cc3ccccc3Cl)c2C)cc1
  nt	nt	nt	-8	721	-11%	6%	2%	nt	2%
- COc1cccc(CNc2nc(-c3cccnc3)nc3ccccc23)c1
  4%	4%	-3.3%	10	684	-1%	6%	6%	0.2%	5%
- NC(=O)c1nn(-c2ccccc2)nc1NC(=O)CN1CCCC1
  -11%	-4%	nt	4	693	-7%	-6%	12%	nt	6%
- CCOC(=O)N1CCC(NCCNC(=O)c2ccccc2)CC1
  17%	18%	-0.9%	2	776	-3%	-2%	3%	-2.2%	-18%

One compound at a time (already shown).
Cc1ccccc1-n1c(-c2ccco2)n[nH]c1=S is entered as M17LAP inhibition: 6%; P. falciparum M1AAP: -2%; XIAP displacement: -1.4%; Lipid droplet: 1; Lipid droplet cells 6.5 µM: 651; LYP inhibition: -9%; AID2073: -4%; Siah-1 displacement: 7%; CSM14.1 death rescue: -1.4%; NOD2 inhibition: 5%
CCOC(=O)N1CCC(NCCNC(=O)c2ccccc2)CC1 is entered as M17LAP inhibition: 17%; P. falciparum M1AAP: 18%; XIAP displacement: -0.9%; Lipid droplet: 2; Lipid droplet cells 6.5 µM: 776; LYP inhibition: -3%; AID2073: -2%; Siah-1 displacement: 3%; CSM14.1 death rescue: -2.2%; NOD2 inhibition: -18%
